Screening data: PubChem, several laboratories
CAL PDZ FP-1 – CAL PDZ (human) peptide binding inhibition. Q9HD26. purified CAL PDZ, TMR-peptide fluorescence polarization, 1 h. inhibition, % at 24.9 µM. 300,000 compounds, 0.92% hits. AID 602252;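 active means mean inhibition of at least 30% with at least half of replicates also reaching 30%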;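 further: 0% = DMSO neutral control and 100% = excess unlabeled competitor peptide PRC23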
V-ATPase pHluor – yeast V-ATPase proton transport regulation by pHLuorin. AID 504577. 350,000 compounds, 0.37% hits. S. cerevisiae, pHLuorin cytosolic pH fluorescence. response, % at 10 µM; in the data active means response mostly above about 7.3%, no sharp cut-off; inactive means mostly below about 5.4%; further: actives read high; inactives centre near 0; some compounds called inactive have numbers as strong as hits
Wnt bcat act – activates Wnt/beta-catenin signaling in a reporter cell assay; activation, % at 9.35 µM; AID 743398; activator, plate reader; 300,000 compounds, 1.2% hits; in the data active means activation above about 30%, passing the limit was not always enough;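 further: 0% = neutral control wells and 100% = positive control wells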
cardiac RTF act – cardiac RTF calcium sensitization. P19429+P45379. activation, % at 7.2 µM. 340,000 compounds, 0.24% hits. IANBD-labeled TnC RTF fluorescence at EC20 calcium; 0% EC20 calcium, 100% full calcium;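 active means activation above the mean over all tested compounds plus 3 SD, cut at about 30% in these data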;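 further: rise in fluorescence read as greater calcium sensitivity of cardiac thin filaments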
CDK5 inh – inhibitors of human CDK5/p35 kinase | 330,000 compounds, 0.01% hits | Q00535+Q15078 | AID 488839 | Recombinant CDK5/p35, ADP-Glo luminescence, 60 min | inhibition, % at 10 µM;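 active means highest replicate inhibition of at least 50% and at least 75% of replicates reaching 50%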;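 further: plate controls were DMSO neutral control for no effect and GW8510 at 10 µM for full effect; many of its hits are not listed in these tables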
Target sequence (Q00535 whole entry, looked up): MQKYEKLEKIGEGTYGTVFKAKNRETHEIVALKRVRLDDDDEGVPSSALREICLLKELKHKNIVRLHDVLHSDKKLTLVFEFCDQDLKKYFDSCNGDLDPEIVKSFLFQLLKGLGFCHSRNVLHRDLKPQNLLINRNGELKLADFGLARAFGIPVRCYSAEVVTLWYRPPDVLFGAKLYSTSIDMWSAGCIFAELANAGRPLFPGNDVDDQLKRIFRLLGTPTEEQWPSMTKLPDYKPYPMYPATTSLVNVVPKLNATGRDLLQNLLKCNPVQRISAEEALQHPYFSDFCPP
Target sequence (Q15078 whole entry, looked up): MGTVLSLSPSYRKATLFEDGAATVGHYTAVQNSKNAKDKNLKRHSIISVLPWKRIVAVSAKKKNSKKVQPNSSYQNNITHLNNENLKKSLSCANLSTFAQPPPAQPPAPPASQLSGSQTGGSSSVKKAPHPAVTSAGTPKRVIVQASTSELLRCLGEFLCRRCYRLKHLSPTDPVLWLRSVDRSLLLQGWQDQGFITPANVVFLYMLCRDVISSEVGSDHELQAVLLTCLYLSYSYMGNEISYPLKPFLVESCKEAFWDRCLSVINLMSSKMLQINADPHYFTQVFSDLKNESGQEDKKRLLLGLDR
dFosB activator – enhances mouse delta FosB homodimer DNA binding; activation, % at 25 µM; P13346; 340,000 compounds, 0.99% hits; purified delta FosB, TAMRA-CDK5 oligo fluorescence polarization; percent of positive-control signal above neutral wells;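 active means mean activation above about 17%, with every replicate also reaching it, limit read from the data, passing the limit was not always enough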;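 further: fluorescence polarization rise as delta FosB binds a TAMRA Cdk5 AP-1 oligo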
CAL PDZ FP-2 – blocks peptide binding to human CAL PDZ domain; Q9HD26; purified CAL PDZ, TMR-peptide fluorescence polarization, 1 h; inhibition, % at 20 µM; 330,000 compounds, 0.02% hits; AID 504414;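 active means highest replicate inhibition of at least 40%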;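 further: plate controls were DMSO neutral control wells for no effect and unlabeled competitor peptide control wells for full effect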
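Material – purified CerCALP PDZ construct · Detection – FP readout, S and P plane fluorescence · Measure – percent inhibition from loss of millipolarization · Controls – unlabelled peptide for full inhibition, DMSO wells as neutral · Probe or stimulus – TMR-labelled reporter peptide T*-PRC34 bound in PDZ groove · Times – 1 h at RT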
MITF TRPM1 HTS – MITF TRPM1 promoter activation in melanoma cells | SK-MEL-5 TRPM1-promoter luciferase, 24 h; % of positive control, neutral wells = 0 | activation, % at 12.5 µM | 300,000 compounds, 0.75% hits | AID 588334;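 active means mean activation of at least 80% with every replicate also reaching 80%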;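 further: 0% = neutral control wells and 100% = parthenolide positive control wells; values of inactives mirror those of a sister screen read the other way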
Tat transport – inhibitors of E. coli Tat protein transport. inhibition, % at 10 µM. E. coli MC4100 TorA-mCherry Tat export, fluorescence. 340,000 compounds, 0.036% hits;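 active means mean replicate inhibition at least 50% and at least half of replicates individually reaching 50%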;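 further: exported cargo escapes ClpAP degradation while cytoplasmic cargo is degraded and loses fluorescence; 0% = median of neutral control wells and 100% = median of NaSCN control wells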
Rtt109 Vps75 – inhibitors of Candida albicans Rtt109/Vps75 histone acetyltransferase; Q5AAJ8; 330,000 compounds, 0.16% hits; purified Rtt109/Vps75, ThioGlo CoA-SH fluorescence, 4 h; AID 540336; inhibition, % at 34.9 µM;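 active means inhibition of at least 50% in every replicate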
Target sequence (Q5AAJ8 whole entry, looked up): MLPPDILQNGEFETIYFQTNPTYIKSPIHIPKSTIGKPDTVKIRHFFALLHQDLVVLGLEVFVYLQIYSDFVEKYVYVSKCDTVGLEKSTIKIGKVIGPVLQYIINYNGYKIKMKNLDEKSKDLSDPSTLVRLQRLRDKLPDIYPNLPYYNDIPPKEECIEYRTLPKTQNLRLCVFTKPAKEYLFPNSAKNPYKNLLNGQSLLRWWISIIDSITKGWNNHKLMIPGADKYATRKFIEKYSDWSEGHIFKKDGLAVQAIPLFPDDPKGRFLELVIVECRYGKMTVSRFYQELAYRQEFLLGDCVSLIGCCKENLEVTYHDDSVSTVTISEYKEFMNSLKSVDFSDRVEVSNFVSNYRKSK
* marks the source's active call; other numbers are inactive results; · = no result given.

SMILES	CAL PDZ FP-1	V-ATPase pHluor	Wnt bcat act	cardiac RTF act	CDK5 inh	dFosB activator	CAL PDZ FP-2	MITF TRPM1 HTS	Tat transport	Rtt109 Vps75
CC1CCCN(CC(O)COc2ccc(Cl)cc2)C1 (stereo unspecified)	-4.6	-0.6	2.1	-1.0	0.9	0.6	-1.7	-11.2	8.0	-3.3
CSc1ncccc1C(=O)NCC(c1ccco1)N1CCCCC1 (stereo unspecified)	63.8*	-0.4	0.4	-1.7	-1.5	5.6	-0.1	0.6	-6.2	-3.2
Cn1ccc(=NC=C(C#N)C#N)c2ccccc21	-7.0	2.2	-1.1	4.6	1.0	-5.6	-0.6	-0.3	0.5	-6.8
Cn1c2ccccc2c2cnn(CC(=O)NCCCN3CCN(c4ccccc4F)CC3)c(=O)c21	-3.9	2.4	0.2	-9.9	1.3	5.5	-2.1	8.1	3.8	7.3
CCOc1ccc(OCC(O)CN2CCN(S(=O)(=O)c3cccc(C(F)(F)F)c3)CC2)cc1 (stereo unspecified)	-5.6	-3.1	-0.6	-7.6	1.2	-12.6	-0.9	-5.3	0.4	-3.4
OC(COCc1ccccc1)CN1CCc2ccccc2C1 (stereo unspecified)	-3.8	-0.5	·	-2.4	-1.3	0.2	-0.2	2.5	-9.4	4.2
O=C(COc1ccc(S(=O)(=O)N2CCCCC2)cc1)N1CCCC1	-5.7	-3.0	-0.2	-6.0	-1.6	2.3	-0.6	0.3	-6.7	-12.0
COc1ccc(OC)c(/C=C/C(=O)OCC(=O)N2CCCCC2)c1	64.2*	1.8	-4.3	-3.7	0.4	-6.0	-0.7	-1.0	-5.8	-4.8
CC(=O)Nc1cc2c(cc1Cl)-c1ccc(F)cc1C2O (stereo unspecified)	-0.3	5.8	-0.1	1.1	1.0	-7.6	-2.1	-7.5	1.0	-8.8
COc1ccc(-n2nc3cc(C)c(N)c(Br)c3n2)cc1	-1.7	-1.8	2.9	-3.0	0.6	-7.9	1.0	·	-2.1	-7.9
Cc1cccc(C2=NN(c3ccccc3)[C@H](CO)[C@H]2c2ccc(Cl)cc2)c1	-0.5	5.7	-3.4	1.5	2.4	-16.0	0.5	-4.7	-0.5	1.6
COc1ccc(N2CCN(C(=O)c3ccc(NS(=O)(=O)c4cccc(F)c4)cc3)CC2)cc1	·	-0.1	·	-1.5	-1.9	-6.7	0.0	1.7	1.7	-2.8
CCOC(=O)N1CCN(CC(O)COc2ccccc2C(C)(C)C)CC1 (stereo unspecified)	-0.8	-1.2	-0.4	-5.0	1.9	-1.1	0.7	9.2	6.1	-3.4
Cc1ccc(/C=N\NC(=O)c2cc([N+](=O)[O-])cc([N+](=O)[O-])c2)o1	2.2	-1.0	1.8	-7.5	-2.3	-0.1	0.0	-7.4	-3.7	2.6
COc1ccc(/C=N/NC(=O)c2ccn[nH]2)cc1CSc1ccccn1	-3.6	-2.8	0.0	0.7	0.1	-18.7	-5.4	32.5	-6.0	6.9
CCCc1cc(=O)[nH]c(SCC(=O)N2c3ccccc3CC2C)n1 (stereo unspecified)	-3.4	-2.2	-0.3	3.7	0.0	-3.6	0.0	-5.7	7.0	2.2
Fc1ccc(C2CC(c3cccs3)=NN2C(=S)Nc2ccccc2)cc1 (stereo unspecified)	-0.9	1.3	-0.6	-3.8	·	-2.5	-0.9	-12.2	-3.7	17.0
O=C(CCNC(=O)c1ccc(Br)o1)NCc1ccccc1Cl	·	-3.0	·	-2.4	0.0	-1.3	-0.8	8.4	4.6	-1.1
CC(C)n1c(=O)n(CC(=O)NCC2CCCO2)c(=O)c2c3c(sc21)COC(C)(C)C3 (stereo unspecified)	-0.9	-0.8	-4.0	-3.2	1.6	5.2	-1.2	0.6	-3.4	-15.2
COc1ccc(C(=O)Nc2ccccc2C(=O)N2CCOCC2)cc1OC	-0.4	1.9	-0.3	-2.0	2.7	-0.4	-1.9	·	7.4	-2.1
N#Cc1c(-c2cccc(Cl)c2)[nH]c(=S)[nH]c1=O	-4.9	-6.0	3.5	-2.2	-0.7	-1.0	-1.1	-3.5	1.3	-0.8
CCN(CC)CCCNC(=S)N(CCO)Cc1cc2cc3c(cc2[nH]c1=O)OCO3	·	-1.6	-0.2	-8.0	1.5	-3.6	-0.5	11.6	-6.3	1.3
COc1cc(/C=N/n2nnnc2N)ccc1O	2.6	3.5	-2.0	7.2	0.9	3.8	-1.0	-12.0	6.3	3.5
CCN1CCN(CC(=O)Nc2cccc(C)c2)C(=O)C1=O	·	-0.1	-1.5	-1.9	-0.6	-2.7	-0.6	9.2	-7.6	-1.4
Cc1cc([N+](=O)[O-])ccc1NC(=S)NC(=O)C(c1ccccc1)c1ccccc1	-4.3	-1.4	·	-2.1	-0.7	-6.7	0.7	-1.0	0.3	-3.7
SMILES	CAL PDZ FP-1	V-ATPase pHluor	Wnt bcat act	cardiac RTF act	CDK5 inh	dFosB activator	CAL PDZ FP-2	MITF TRPM1 HTS	Tat transport	Rtt109 Vps75
O=C1c2ccccc2C(O)N1c1ccccc1 (stereo unspecified)	-7.5	6.7	-1.9	0.8	1.0	-3.7	19.5	-5.5	-3.7	5.0
CCN1CCN(C(=O)CN(C)S(=O)(=O)c2ccc3ccccc3c2)CC1	-4.3	-1.2	-13.7	1.2	1.1	-4.3	-0.1	4.0	-0.3	-4.3
Cc1sc2ncnc(NCc3cccs3)c2c1C	-2.9	-1.6	4.5	-1.4	0.1	-2.0	-3.7	·	-5.1	·
C#CCOCCOCCOCCNc1nc(N2CCN(C(=O)[C@H](CCCCN)n3cc(CN)nn3)CC2)nc(N2CCN(C(=O)[C@H](CO)n3cc([C@@H](N)C(C)C)nn3)CC2)n1	7.4	-2.7	2.3	2.9	-0.6	0.4	1.0	-1.4	-7.1	-1.4
CCC(=O)CCC(=O)c1ccc2ccccc2c1	-1.8	0.4	12.6	1.9	2.5	-4.9	-0.9	40.7	1.4	-15.7
Cc1nc2ccc(C(=O)c3ccccc3)cc2[nH]1	-3.7	3.8	19.7	-0.3	0.6	-2.7	-1.8	32.0	6.0	4.6
O=C(Nc1ccccc1Cl)NC1(C(=O)NCC2CCCO2)CCCCC1 (stereo unspecified)	·	3.3	-2.3	-0.7	-0.9	1.9	-2.7	-9.3	-2.2	0.4
O=C(Nc1ccccn1)c1cc(-c2ccc(Cl)s2)nc2ccccc12	-0.8	-0.8	1.7	0.6	-0.7	-10.3	-1.1	11.1	-3.7	-3.5
CCCCOc1ccc(-c2cc(C(F)(F)F)c(C#N)c(SCC(=O)O)n2)cc1	-5.1	-1.1	-3.4	2.2	-1.4	-9.3	-3.4	1.1	8.5	-13.6
CN(Cc1cnn(-c2ccccc2)c1)C(=O)C1CCC(=O)N(C2CC2)C1 (stereo unspecified)	2.0	-2.1	5.3	0.9	0.7	-6.1	-3.1	1.9	-6.3	-0.4
CN(C)C(CNC(=O)C1CCN(S(=O)(=O)c2cccc(C(F)(F)F)c2)CC1)c1ccccc1 (stereo unspecified)	7.1	-2.3	-4.1	-5.8	0.8	-6.6	-1.0	11.1	-8.5	9.0
O=C(O)CNC(=S)N(Cc1ccc(F)cc1)C1CCCCC1	-7.7	-0.8	0.7	-2.4	-2.2	4.2	-2.9	11.8	0.9	0.8
CCS(=O)(=O)c1ccc(-c2csc(-c3ccccc3Cl)n2)c(Cl)c1Cl	-3.0	4.3	0.3	-4.4	0.2	-6.7	0.5	14.0	-2.7	2.5
CC(=O)c1cccc(NC(=S)NNC(=O)c2ccco2)c1	-3.7	-1.2	1.6	-2.3	-0.7	-6.7	-2.7	7.3	-9.6	3.6
Cc1cc(NC(=S)Nc2ccccc2)ccc1Br	0.4	-2.3	4.3	14.6	0.3	-10.8	-2.1	12.4	3.4	-0.5
O=C(CCCC(=O)N(CC(=O)NC1CCCCC1)CC1CCCO1)Nc1ccccn1 (stereo unspecified)	-1.3	-1.9	·	1.9	-0.6	2.4	0.0	2.4	-6.2	0.0
Cc1ccc(S(=O)(=O)NNC(=O)C2COc3ccccc3O2)cc1 (stereo unspecified)	-2.6	-2.2	·	1.7	1.0	1.9	0.2	-15.4	-5.9	0.1
CCOC(=O)[C@H]1[C@H]2COc3ccc(C)cc3[C@@H]2N2C(=O)CN(Cc3ccccc3)C(=O)[C@@]12C	1.3	1.0	4.9	0.0	1.5	-2.8	-0.3	7.5	5.4	-3.7
O=C(O)CCN1C(=O)/C(=C\c2cccc(Oc3ccccc3)c2)SC1=S	3.2	0.0	-1.0	-6.3	-1.0	-1.8	-0.7	9.6	12.6	-56.3
Nc1nc(NC(=O)c2ccc(F)cc2)ns1	-0.5	-0.1	0.0	6.1	-8.5	4.1	0.7	6.2	10.7	-1.7

Compound profiles, from the list above. Order of values: CAL PDZ FP-1, V-ATPase pHluor, Wnt bcat act, cardiac RTF act, CDK5 inh, dFosB activator, CAL PDZ FP-2, MITF TRPM1 HTS, Tat transport, Rtt109 Vps75
N#Cc1c(-c2cccc(Cl)c2)[nH]c(=S)[nH]c1=O across the screens: -4.9, -6.0, 3.5, -2.2, -0.7, -1.0, -1.1, -3.5, 1.3, -0.8
CC(=O)c1cccc(NC(=S)NNC(=O)c2ccco2)c1 across the screens: -3.7, -1.2, 1.6, -2.3, -0.7, -6.7, -2.7, 7.3, -9.6, 3.6
Cn1ccc(=NC=C(C#N)C#N)c2ccccc21 across the screens: -7.0, 2.2, -1.1, 4.6, 1.0, -5.6, -0.6, -0.3, 0.5, -6.8
Cc1cc([N+](=O)[O-])ccc1NC(=S)NC(=O)C(c1ccccc1)c1ccccc1 across the screens: -4.3, -1.4, ·, -2.1, -0.7, -6.7, 0.7, -1.0, 0.3, -3.7
O=C1c2ccccc2C(O)N1c1ccccc1 (stereo unspecified) across the screens: -7.5, 6.7, -1.9, 0.8, 1.0, -3.7, 19.5, -5.5, -3.7, 5.0
